# Compound activity (PubChem)
# CD11b adhes inh – CD11b/CD18-fibrinogen binding inhibition | P05107+P11215 | K562 CD11b/CD18 adhesion to fibrinogen, ATPlite luminescence; Mn2+ added to activate the integrin | inhibition, % at 10 µM | hit rate 0.54% among 93,000 | AID 1497;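 active means primary inhibition of 50% or more at 10 µM, then 40% or more on retest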; further: some results filed as inactive read as strong as hits
# PostGolgi yeast – growth inhibition of a yeast mutant, post-Golgi transport screen. post-Golgi transport phenotypic cell assay. hit rate 0.9% among 98,000. inhibition, % at 10 µM. AID 739;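 further: yeast cells grown in 1536-well plates; yeast grown about 18 h at 30C before absorbance read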
# Ecoli WT expand – E. coli BW25113 growth inhibition, expanded screen; OD600 absorbance; growth inhibition, % at 100 µM; AID 710; hit rate 0.15% among 98,000;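 active means growth inhibition above about 50% at one test dose, limit read from the data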;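 further: growth measured after 20 h incubation at 37 °C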
# PLAP act – activators of human placental alkaline phosphatase | purified PLAP enzyme, luminescent substrate read-out; stronger effect = higher value | activation fold at 20 µM | hit rate 1.2% among 96,000; in the data active means activation fold above about 2
# Target sequence (P05187 whole entry, looked up): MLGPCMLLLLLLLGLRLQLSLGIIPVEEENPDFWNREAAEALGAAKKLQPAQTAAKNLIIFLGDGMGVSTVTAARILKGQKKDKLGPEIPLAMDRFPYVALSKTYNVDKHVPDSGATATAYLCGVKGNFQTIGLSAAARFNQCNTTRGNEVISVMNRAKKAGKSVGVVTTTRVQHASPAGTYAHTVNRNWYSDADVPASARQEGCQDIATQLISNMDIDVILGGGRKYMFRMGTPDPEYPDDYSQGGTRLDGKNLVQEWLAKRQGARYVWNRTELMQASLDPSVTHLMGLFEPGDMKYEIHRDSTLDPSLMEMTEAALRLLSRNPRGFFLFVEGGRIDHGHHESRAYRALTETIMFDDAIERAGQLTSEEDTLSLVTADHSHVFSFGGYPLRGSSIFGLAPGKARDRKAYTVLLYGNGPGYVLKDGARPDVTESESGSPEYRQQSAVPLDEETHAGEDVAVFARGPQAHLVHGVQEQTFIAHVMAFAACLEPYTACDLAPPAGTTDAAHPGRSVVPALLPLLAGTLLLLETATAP
# PostGolgi ctrl – inhibits growth of the yeast control strain; efflux-deficient yeast background strain, growth absorbance A615, 16 h; inhibition, % at 10 µM; hit rate 5% among 98,000; AID 738
# S1P2 antag – S1P2 (human) receptor antagonism. O95136. cell-based S1P2 antagonist assay, inhibition at 5 uM. inhibition, % at 5 µM. hit rate 0.21% among 97,000; in the data active means inhibition above about 45%;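 further: CRE beta-lactamase reporter cells expressing human S1P2 stimulated with S1P; 0% = agonist at EC80 alone and 100% = agonist plus reference antagonist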
# Target sequence (O95136 whole entry, looked up): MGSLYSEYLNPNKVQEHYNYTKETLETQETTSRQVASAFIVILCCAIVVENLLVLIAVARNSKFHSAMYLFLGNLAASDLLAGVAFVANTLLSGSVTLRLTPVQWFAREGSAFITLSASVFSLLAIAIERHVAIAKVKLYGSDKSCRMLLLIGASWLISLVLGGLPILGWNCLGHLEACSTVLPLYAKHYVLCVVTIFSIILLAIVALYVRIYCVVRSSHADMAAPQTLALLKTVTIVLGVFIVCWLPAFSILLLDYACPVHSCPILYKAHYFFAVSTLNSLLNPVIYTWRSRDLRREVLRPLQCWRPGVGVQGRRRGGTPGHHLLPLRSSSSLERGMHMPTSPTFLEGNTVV
# sEH activator – increases human soluble epoxide hydrolase activity; P34913; activation, % at 2 µM; purified human sEH enzymatic activity, activator screen; AID 717; hit rate 0.04% among 91,000; in the data active means activation above about 37%; further: values of inactives mirror those of a sister screen read the other way
# S1P2 ag – agonists of human S1P2 receptor; O95136; S1P2-expressing cell line, agonist reporter read-out; activation, % at 4.5 µM; hit rate 0.46% among 97,000; AID 729; in the data active means activation above about 16%;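 further: 0% = vehicle low control and 100% = maximal reference agonist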
# sEH inh – soluble epoxide hydrolase (human) inhibition; P34913; recombinant human sEH enzymatic activity assay; inhibition, % at 2 µM; hit rate 0.34% among 91,000; AID 707; in the data active means inhibition above about 80%; further: values of inactives mirror those of a sister screen read the other way; many of its hits are not listed in these tables
# Starred values were filed as active, the others as inactive; nt = not tested or not shown. Unless noted, no stated cut-off is given here; in the data, active means inhibition above about 30%; inactive means the rest.
# Values run as follows: CD11b adhes inh	PostGolgi yeast	Ecoli WT expand	PLAP act	PostGolgi ctrl	S1P2 antag	sEH activator	S1P2 ag	sEH inh
CCOc1cc(C)c(S(=O)(=O)Nc2ccc(F)cc2)cc1C
→ 34	-4	12	0.9	52*	0	6	-4	-7
COc1ccc(C)cc1N(CC(=O)O)S(=O)(=O)c1ccc(C)cc1
→ 2	-1	5	1.1	0	26	1	-8	-1
CCOCCCNC(=O)C1CCN(C(=O)N(C)C)CC1
→ -10	43*	1	1	-3	nt	nt	nt	nt
O=C(NCCCN1CCOCC1)c1ccc2c(=O)n(CCc3ccccc3)c(=O)[nH]c2c1
→ 5	1	-2	1.1	11	-6	-6	-6	3
COCCOC(=O)C1=C(C)N(Cc2ccccc2)C(=O)NC1c1ccc(OC)cc1 (stereo not drawn)
→ -26	-9	5	1	3	-13	-6	-2	5
O=C(Cn1cc2c(n1)CCCC2)NCC1CCCO1 (stereo not drawn)
→ -1	-2	4	1	4	-22	-3	-6	2
CC(=O)Nc1ccc(S(=O)(=O)Nc2nnc(C(C)C)s2)cc1
→ 4	3	7	1.3	-10	9	-7	-8	5
COc1ccccc1-c1nnc2sc(COc3ccc(Cl)cc3)nn12
→ -13	11	-10	1.3	35*	-9	5	-4	-7
Nc1nonc1-c1nc2ccccc2[nH]1
→ -4	0	11	1	3	-6	-1	-4	6
COc1ccc(OC)c(NC(=S)NN2CCN(C)CC2)c1
→ -21	-2	3	1.1	6	13	8	-5	-8

# An excerpt from above in order of heavy-atom count, low to high.
# Values run as follows: CD11b adhes inh	PostGolgi yeast	Ecoli WT expand	PLAP act	PostGolgi ctrl	S1P2 antag	sEH activator	S1P2 ag	sEH inh
O=C(Cn1cc2c(n1)CCCC2)NCC1CCCO1 (stereo not drawn)
→ -1	-2	4	1	4	-22	-3	-6	2
CCOCCCNC(=O)C1CCN(C(=O)N(C)C)CC1
→ -10	43*	1	1	-3	nt	nt	nt	nt
O=C(NCCCN1CCOCC1)c1ccc2c(=O)n(CCc3ccccc3)c(=O)[nH]c2c1
→ 5	1	-2	1.1	11	-6	-6	-6	3

# (more compounds)
# Values run as follows: CD11b adhes inh	PostGolgi yeast	Ecoli WT expand	PLAP act	PostGolgi ctrl	S1P2 antag	sEH activator	S1P2 ag	sEH inh
CCOC(=O)CSC1=C(C#N)C(c2ccc(F)cc2)C(C(C)=O)=C(C)N1 (stereo not drawn)
→ 28	5	-7	1.1	27	10	7	-11	-9
Cc1ccc(CN2C(=O)CCC2C(=O)NCCCN2CCOCC2)cc1 (stereo not drawn)
→ nt	-2	-5	1.2	2	5	0	-2	2
C=CCn1c(SCC(=O)NC2CCCCC2)nnc1-c1sc(N)nc1C
→ -15	0	1	0.9	7	9	18	-2	-19
COc1ccc(OC)c(NC(=O)Cn2cccc2)c1
→ nt	-6	4	1.1	-4	14	10	-2	-10
Cc1sc2c(c1C)CN(Cc1ccncc1)CN2C(=O)c1ccco1
→ -9	1	8	0.8	-4	-19	1	0	-3
Cc1cccc(NC(=O)c2cc(NC(=O)C3CC=CCC3C(=O)O)ccc2N2CCOCC2)c1 (stereo not drawn)
→ nt	1	4	1.5	14	-9	8	0	-8
CCOC(=O)C1(C(=O)OCC)CC1c1ccccc1 (stereo not drawn)
→ -10	6	-2	0.8	17	18	14	-4	-12
CCOc1ccc(OCC)c(NC(=O)C2CCCN(S(=O)(=O)c3cnc[nH]3)C2)c1 (stereo not drawn)
→ -11	-16	-2	1.5	8	0	nt	-4	nt
CCn1c(=O)cc(OCC(=O)NCCCN2CCN(c3cccc(Cl)c3)CC2)c2ccccc21
→ -22	10	14	1.6	2	13	-52	-4	52
O=C(CC1Nc2ccccc2NC1=O)NCc1cccnc1 (stereo not drawn)
→ -12	-4	15	1	4	10	15	-3	-16

# Three compounds drawn at random from the list so far:
# Values run as follows: CD11b adhes inh	PostGolgi yeast	Ecoli WT expand	PLAP act	PostGolgi ctrl	S1P2 antag	sEH activator	S1P2 ag	sEH inh
Cc1ccc(CN2C(=O)CCC2C(=O)NCCCN2CCOCC2)cc1 (stereo not drawn)
→ nt	-2	-5	1.2	2	5	0	-2	2
CCn1c(=O)cc(OCC(=O)NCCCN2CCN(c3cccc(Cl)c3)CC2)c2ccccc21
→ -22	10	14	1.6	2	13	-52	-4	52
COc1ccc(OC)c(NC(=O)Cn2cccc2)c1
→ nt	-6	4	1.1	-4	14	10	-2	-10

# Later entries
# Values run as follows: CD11b adhes inh	PostGolgi yeast	Ecoli WT expand	PLAP act	PostGolgi ctrl	S1P2 antag	sEH activator	S1P2 ag	sEH inh
O=C(/C=C/c1ccccc1)N1CCN(c2ccccn2)CC1
→ nt	-1	1	0.7	15	7	4	-6	0
COC(=O)c1ccc2c(=O)n(CC3CCCO3)c(=S)[nH]c2c1 (stereo not drawn)
→ 33	10	4	1.1	12	2	-3	-6	1
NC1=NC(c2ccc(Cl)cc2)n2c(nc3ccccc32)N1 (stereo not drawn)
→ -4	20	6	1.7	10	-13	-6	-1	8
CCOc1ccccc1C1CC(c2ccc(Br)cc2)Nc2nc(N)nn21 (stereo not drawn)
→ 22	-2	8	1.7	1	7	4	-4	-4
Cn1c(SC2CCCCC2=O)nnc1-c1ccncc1 (stereo not drawn)
→ nt	2	-5	1.2	5	-5	nt	-2	nt
O=[N+]([O-])c1cc(F)c(N2CCOCC2)cc1N1CCCCC1
→ nt	1	0	0.7	11	11	8	2	-8
CSc1nnc(-c2sccc2OCc2ccccc2)n1C
→ 7	-1	-1	0.9	18	2	2	0	-1
O=C1CC(c2ccc(F)cc2)CC(O)=C1C1NCCc2ccccc21 (stereo not drawn)
→ nt	-5	-14	1.4	25	12	8	-5	-8
COc1ccc(OC)c(N2C(=O)[C@@H]3C(c4ccccc4Cl)=NO[C@@H]3C2=O)c1
→ -4	-20	-3	1.1	1	1	3	-6	-4
CC(C)CCNC(=O)c1ccc2c(c1)N(Cc1ccccc1)C(=O)CS2=O (stereo not drawn)
→ -12	-2	-8	1.3	1	nt	nt	nt	nt
Cc1cc(C(=O)Nc2cccc(O)c2)co1
→ -1	-9	16	1.1	8	-3	nt	-2	nt
CCc1nc(N2CCCC2C(=O)O)c2oc3ccccc3c2n1 (stereo not drawn)
→ -12	-2	-5	1.1	3	13	0	-6	1
O=C(Nc1ccc(F)cc1)N(Cc1ccco1)Cc1cc2cc3c(cc2[nH]c1=O)OCO3
→ -28	-1	0	0.9	-2	-20	-4	0	7
CCOc1ccc2nc(SCC(=O)Nc3ccc4c(c3)OCCO4)[nH]c2c1
→ 0	4	-3	2.1*	5	5	-4	-7	6
c1ccc(Oc2cccc(NC3=NCCC3)c2)cc1
→ -10	0	5	1.2	1	4	13	-4	-14
COCCOC(=O)c1sc(=S)n(CCOC)c1N
→ 7	-6	-5	1	7	4	7	-3	-9
COc1ccc2c(-c3ccccc3)cc(N3CCOCC3)nc2c1
→ -7	9	-14	1.6	14	19	14	-4	-13
COc1nc(-c2ccccc2)cc(-c2ccc(OC)c(OC)c2)n1
→ 8	7	-22	1.4	38*	-9	6	-1	-8
Cc1ccc2cc3c(NC(=O)c4ccco4)nn(C)c3nc2c1
→ 4	1	-7	1.3	-2	-19	8	-1	-9
Cc1cc(C)c(C#N)c(SCC(=O)c2cccs2)n1
→ 2	-4	-14	0.9	14	13	8	-3	-7
Cc1ccc(CC(NC(=O)c2ccccc2)C(=O)NC(C)C(=O)O)cc1 (stereo not drawn)
→ -23	7	-2	1.1	5	-19	0	-9	-2
Cn1cccc1Cc1nnc(SCC(=O)Nc2ccc(Cl)cc2)n1-c1ccc(F)cc1
→ -3	5	-8	1.6	19	nt	nt	nt	nt
COc1ccc(N2C(=O)C3CCCN3C2c2cccc(C)c2)cc1 (stereo not drawn)
→ 1	-9	0	0.9	14	4	-3	-2	2
CCCC(C)n1[nH]c(=O)cc1N (stereo not drawn)
→ nt	2	0	nt	2	10	2	-15	0
CCOC(=O)N1CCC(N2Cc3cccc(C(=O)Nc4ccc(OC)c(OC)c4)c3C2=O)CC1
→ -5	2	-10	1.6	37*	19	-4	-3	4
COc1ccc2[nH]cc(C=O)c2c1
→ nt	0	0	1	-5	2	16	-4	-19
COc1cc(/C=N/n2nnnc2N)ccc1O
→ -10	1	16	0.9	-2	-11	4	-9	-2
CCc1cc2c(NCC3CCCO3)nc(C)nc2s1 (stereo not drawn)
→ nt	nt	nt	nt	nt	-9	-2	-3	7
COc1ccc(Nc2nc3ccccc3c(=O)s2)c(OC)c1
→ 11	-2	-1	0.9	3	-13	17	0	-13
FC(F)(F)c1cnc(Oc2ccc(-c3nnco3)cc2)c(Cl)c1
→ -2	-10	9	1.1	2	16	nt	-2	nt
CC(Oc1ccccc1F)C(=O)/C=C/N(C)C (stereo not drawn)
→ 2	-5	4	0.8	7	18	-2	-6	4
O=C(NCCCN1CCCCCC1)c1ccc2c(c1)NC(=O)C(N1CCOCC1)S2 (stereo not drawn)
→ 7	-5	2	1.2	-1	9	-44	-8	45
CCOC(=O)c1[nH]c2ccccc2c1NC(=O)C(CC)CC
→ -9	1	-10	1	7	17	2	-2	-1
COc1ccccc1N1CCN(C(=O)CCNS(=O)(=O)c2ccc3c(c2)CCC(=O)N3)CC1
→ 2	8	-5	1.1	-4	-7	-4	-4	4
O=C(COc1ccc(S(=O)(=O)N2CCCCC2)cc1)N1CCCCCC1
→ 3	-12	0	0.8	2	-18	7	-2	-9
CCOC(=O)c1c(NC(=O)C2CCCO2)sc2c1CCC2 (stereo not drawn)
→ -11	-22	-3	1	26	-18	16	-2	-15
CCc1nc(SCc2cc(Cl)ccc2OC)n[nH]1
→ -1	-1	8	2.2*	29	21	3	0	-5
Cc1ccc(C)c(/C(O)=C2\C(=O)C(=O)N(CCCn3ccnc3)C2c2cccnc2)c1 (stereo not drawn)
→ nt	nt	nt	nt	nt	-11	-8	-5	7
CC(C)Oc1ccc(C2C(C(=O)c3ccco3)=C(O)C(=O)N2CCCN(C)C)cc1 (stereo not drawn)
→ nt	nt	nt	nt	nt	14	-7	-3	8
COc1ccc(NC2c3ccccc3C(=O)N2c2cccnc2)cc1Cl (stereo not drawn)
→ -8	3	4	0.9	1	nt	nt	nt	nt

# Full records from above. Screens in order: CD11b adhes inh, PostGolgi yeast, Ecoli WT expand, PLAP act, PostGolgi ctrl, S1P2 antag, sEH activator, S1P2 ag, sEH inh
# `CCOC(=O)c1c(NC(=O)C2CCCO2)sc2c1CCC2` (stereo not drawn) is listed with -11, -22, -3, 1, 26, -18, 16, -2, -15
# `Cc1ccc(C)c(/C(O)=C2\C(=O)C(=O)N(CCCn3ccnc3)C2c2cccnc2)c1` (stereo not drawn) is listed with nt, nt, nt, nt, nt, -11, -8, -5, 7
# `O=C(COc1ccc(S(=O)(=O)N2CCCCC2)cc1)N1CCCCCC1` is listed with 3, -12, 0, 0.8, 2, -18, 7, -2, -9
# `CCOC(=O)c1[nH]c2ccccc2c1NC(=O)C(CC)CC` is listed with -9, 1, -10, 1, 7, 17, 2, -2, -1
# `CC(C)Oc1ccc(C2C(C(=O)c3ccco3)=C(O)C(=O)N2CCCN(C)C)cc1` (stereo not drawn) is listed with nt, nt, nt, nt, nt, 14, -7, -3, 8

# (list continues)
# Values run as follows: CD11b adhes inh	PostGolgi yeast	Ecoli WT expand	PLAP act	PostGolgi ctrl	S1P2 antag	sEH activator	S1P2 ag	sEH inh
Cc1ccc(S(=O)(=O)NCCC(=O)N2CCN(Cc3ccccc3)CC2)cc1
→ nt	-4	1	1.5	3	nt	nt	nt	nt
O=C(c1ccccc1)c1ncc(C(F)(F)F)cc1Cl
→ -10	7	10	1.2	7	-6	-2	-3	0
CCN(CC)CCCn1c(=S)[nH]c2ccccc2c1=O
→ -22	5	2	0.8	8	19	0	-1	-1
C=CCOc1c(Cl)cc(CNCCC)cc1Cl
→ -3	-5	3	0.8	13	7	-2	-2	2
CCc1nnc(NC(=O)CCC(=O)NCc2ccccc2OC)s1
→ nt	-2	-2	1.2	10	30	-8	5	9
O=C(COC(=O)C1(c2ccc(F)cc2)CCCC1)N1CCOCC1
→ -5	22	-3	1.6	2	0	nt	-6	nt
